ABHD5-PLIN5 inh = inhibitors of human ABHD5-perilipin-5 interaction | Q00G26+Q8WTS1 | inhibition, % at 4 µM | Split G. princeps luciferase complementation, luminescence, 4 h | hit rate 0.78% among 360,000;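 active means inhibition above the mean inhibition across every tested compound plus 3 SD, cut at about 22% in these data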;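 further: 0% = DMSO only wells and the 100% control is not disclosed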
MC4R barr agon = agonists of human melanocortin 4 receptor (MC4R) beta-arrestin; P32245; U2OS MC4R beta-arrestin complementation, luminescence; percent of melanotan II response, DMSO zero; activation, % at 8.9 µM; hit rate 0.98% among 360,000; AID 540308;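 active means activation above a per-plate cutoff, the mean activation of sample wells on that plate plus 3 SD, cut at about 8% in these data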
Target sequence (P32245 whole entry, looked up): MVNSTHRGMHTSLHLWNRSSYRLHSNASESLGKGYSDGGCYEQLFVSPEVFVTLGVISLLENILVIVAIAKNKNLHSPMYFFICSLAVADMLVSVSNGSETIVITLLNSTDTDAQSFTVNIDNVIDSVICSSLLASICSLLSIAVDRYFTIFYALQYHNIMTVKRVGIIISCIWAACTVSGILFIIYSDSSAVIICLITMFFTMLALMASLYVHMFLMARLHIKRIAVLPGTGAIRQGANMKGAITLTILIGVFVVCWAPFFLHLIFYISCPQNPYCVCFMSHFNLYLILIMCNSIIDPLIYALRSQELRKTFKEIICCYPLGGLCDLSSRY
MC4R antag cAMP = antagonists of human melanocortin 4 receptor (MC4R) | P32245 | MC4R-expressing cells, MTII-stimulated cAMP, LANCE TR-FRET | inhibition, % at 6.5 µM | hit rate 0.48% among 360,000 | AID 540295;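 active means inhibition above its plate's cutoff, the mean of tested wells on that plate plus 3 SD, cut at about 29% in these data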;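 further: 0% = Melanotan II alone and 100% = Melanotan II plus saturating MCL0020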
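System – human MC4R-expressing U2OS cells · Also added – Melanotan II · Dosing – one concentration, 6.5 µM nominal · Timing – 30-min compound, 1-h challenge, 1-h detection, room temperature · Measured by – Eu-cAMP/anti-cAMP TR-FRET, emission 671 nm · Replicates – singlicate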
SRC2 inh = human SRC2 (NCOA2) inhibition | Q15596 | HEK293 GAL4-SRC2 luciferase reporter, luminescence | inhibition, % at 9 µM | hit rate 0.17% among 370,000 | AID 651957;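 active means inhibition above the mean inhibition of all tested compounds plus 3 SD, set per campaign, cut at about 52% in these data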;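 further: 0% = DMSO treated cells and 100% = cells given Gossypol at 36 µM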
Glyco luc inh = N-linked glycosylation inhibition; D54 ERlucT glycosylation luciferase reporter, 24 h; percent of 100 nM tunicamycin response; reporter increase, % at 12.5 µM; hit rate 0.23% among 360,000; AID 588692;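 active means mean luciferase reporter signal, scaled so untreated is 0 and the glycosylation-blocking control 100, at or above a set limit in every replicate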;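 further: luciferase carries N-glycosylation sites so blocking glycosylation raises the light; 0% = median of neutral control wells and 100% = median of 100 nM tunicamycin wells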
ABCB6 inh 2 = blocks the human ABCB6 transporter. AID 602162. fluorescence ratio to DMSO, % at 10 µM. hit rate 0.19% among 360,000. Q9NP58. K562-ABCB6 porphyrin accumulation, flow cytometry, 1 h; stronger effect = lower value;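 active means fluorescence ratio to DMSO below 75%, the collection mean minus 3 SD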;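 further: signal is porphyrin accumulated inside mitochondria; 100% equals median channel fluorescence of DMSO control wells; lower ratio means ABCB6 inhibition with less porphyrin fluorescence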
TLR9-MyD88 inh = TLR9-MyD88 interaction inhibition | CHO BLA complementation TLR9-MyD88, CCF4 FRET ratio | inhibition, % at 4.98 µM | hit rate 0.21% among 340,000 | AID 504734;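 active means inhibition above the mean over all tested compounds plus 3 SD, cut at about 21% in these data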;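 further: 0% = DMSO only wells and 100% = clavulanate BLA inhibitor control wells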
NOD2-RIPK2 inh = NOD2-RIPK2 protein interaction inhibition; AID 624267; O43353; inhibition, % at 4.98 µM; CHO BLA complementation NOD2-RIPK2, CCF4 ratio; hit rate 0.38% among 360,000; in the data active means inhibition above about 21%;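 further: 0% = vehicle only and 100% = reference blocker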
Target sequence (O43353 whole entry, looked up): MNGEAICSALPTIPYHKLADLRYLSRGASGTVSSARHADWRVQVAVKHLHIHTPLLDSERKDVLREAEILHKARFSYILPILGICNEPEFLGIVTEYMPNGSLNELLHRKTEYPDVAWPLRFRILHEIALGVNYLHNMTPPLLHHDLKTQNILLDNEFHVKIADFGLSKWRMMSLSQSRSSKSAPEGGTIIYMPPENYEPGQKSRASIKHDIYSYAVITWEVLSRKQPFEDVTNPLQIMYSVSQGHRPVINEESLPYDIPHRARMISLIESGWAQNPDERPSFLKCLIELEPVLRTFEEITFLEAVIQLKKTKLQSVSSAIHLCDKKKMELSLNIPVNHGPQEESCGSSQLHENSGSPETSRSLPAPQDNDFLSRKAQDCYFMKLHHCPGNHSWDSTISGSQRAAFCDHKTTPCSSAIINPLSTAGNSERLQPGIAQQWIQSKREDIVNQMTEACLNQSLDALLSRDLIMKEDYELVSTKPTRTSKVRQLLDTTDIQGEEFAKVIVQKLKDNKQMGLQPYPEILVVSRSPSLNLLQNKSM
HTR2A ag = activates the mouse 5-HT2A serotonin receptor | hit rate 0.66% among 360,000 | CHO-K1 mHTR2A beta-arrestin complementation, luminescence; percent of 30 µM serotonin response | AID 624169 | activation, % at 7.6 µM | P35363;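 active means activation above a run cutoff, the mean activation of all tested compounds plus 3 SD, cut at about 14% in these data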;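 further: 0% = plate median of compound wells and 100% = 30 µM serotonin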
H9c2 protect = myocardial damage modulation in H9c2 cells; H9c2 cardiomyocytes, H2O2 injury protection, ATPLite, 2 h; AID 588492; protection from H2O2 cell death, % at 20 µM; hit rate 0.63% among 360,000;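 active means compounds giving at least 50% protection of heart cells from peroxide-induced death in the single-dose screen, raw or plate-pattern-corrected value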;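 further: 0% = DMSO wells with peroxide and 100% = DMSO wells without peroxide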
The depositor's hits bear a star; . = no result given. The list is partial, so the mix of outcomes need not match the whole.

SMILES	ABHD5-PLIN5 inh	MC4R barr agon	MC4R antag cAMP	SRC2 inh	Glyco luc inh	ABCB6 inh 2	TLR9-MyD88 inh	NOD2-RIPK2 inh	HTR2A ag	H9c2 protect
COc1ccc(C)cc1NC(=O)c1ccc(S(=O)(=O)N2CCOCC2)cc1	2	-2.0	3	-16	2	97	-1	-9	-6	-2
CCOC(=O)C(O)(CC(=O)c1ccc(OC)cc1)C(F)(F)F (stereo not given)	-1	0.3	1	-12	0	91	0	-9	-4	-2
CCC(CC)c1nc(C#N)c(NC(C)c2ccccc2)o1 (stereo not given)	1	1.5	18	-1	-1	101	-6	-6	4	8
CCCN1CCCc2ccccc21	7	-1.9	5	12	1	104	-4	-6	-1	-19
Cc1ccc(C)c(NS(=O)(=O)c2c(C)nc3sccn3c2=O)c1	2	-1.1	10	-8	1	95	7	6	2	2
O=C(CC1C(=O)N(c2ccccc2)C(=O)N1C1CCCCC1)Nc1ccccc1 (stereo not given)	1	0.7	-1	-1	1	85	10	-4	4	-5
CC(C(=O)N1CCCCCC1)N(c1ccc(Cl)cc1)S(C)(=O)=O (stereo not given)	-2	0.2	10	4	0	99	-3	-7	8	-1
Clc1ccc(C(c2nnnn2C2CCCC2)N2CCN(Cc3ccncc3)CC2)cc1 (stereo not given)	15	2.0	-9	-75	1	106	-5	-13	6	1
COc1cc(NS(=O)(=O)c2ccc(N/C=C\C(=O)c3ccc(F)cc3)cc2)nc(OC)n1	6	1.0	0	-36	0	98	-9	-14	2	-2
CC(C)C(NC(=O)c1ccco1)C(=O)OCC(=O)Nc1ccc(C(N)=O)cc1 (stereo not given)	-3	-2.5	5	-5	1	89	-3	0	-3	-4
OC[C@@H]1CN(Cc2ccncc2)C[C@H](n2cnc3c(NC4CC4)ncnc32)O1	4	-1.8	13	-17	2	97	.	-12	-1	1
COC(=O)/C=C/c1ccc2c(c1)S(=O)(=O)N(Cc1ccc(OC)cc1)[C@H]2CC(=O)OC	5	-0.4	3	1	1	101	3	-10	10	0
COc1ccc(-c2nc(Cn3c(SCc4ccc(F)cc4)nc4ccncc43)c(C)o2)cc1OC	6	-0.4	21	-10	-2	99	5	-8	7	-8
C[C@@H](C(=O)NCCCCCC(=O)O)n1nnc2ccccc2c1=O	0	0.1	12	11	4	99	0	-6	-2	-4
CC(C)Nc1nc(NCCOc2ccccc2Cl)c2sccc2n1	2	-1.1	-7	32	-3	93	.	-1	-6	-22
CC1(C)C[C@H]2C3=CCC4[C@@]5(C)CC[C@H](O)[C@](C)(CO)C5CC[C@@]4(C)[C@]3(C)C[C@H]3O[C@@H]1[C@H](O)[C@]32CO (stereo not given in full)	-1	7.0	8	19	1	95	-7	0	0	7
COCCCNc1nc(-c2ccncc2)nc2ccccc12	0	0.1	2	-4	-3	96	1	-9	1	4
Cc1cc(-c2nn(-c3ccccc3F)cc2CN2CCC(C(N)=O)CC2)c(C)s1	4	-0.8	14	12	1	92	0	-12	-5	4
COc1cc(-c2nc3ccc(C)cn3c2NCc2ccccc2)ccc1SC1CCCCC1	-12	-2.5	5	9	-8	101	-2	3	-2	-9
CCN1CCN(C(=O)c2ccc3c(c2)S(=O)(=O)c2ccccc2C3=O)CC1	0	-5.4	8	20	-1	97	-1	-5	0	2
CCc1n(CC(O)COC2CCCCC2)c2ccccc2[n+]1C (stereo not given)	-4	-0.8	-5	-15	1	104	4	-1	2	2
CSc1ccccc1C(=O)C1CCCN(Cc2c(C)n(C)n(-c3ccccc3)c2=O)C1 (stereo not given)	7	-2.2	4	-9	-3	94	7	-8	-4	8
COc1ccc(C2=NN(C(=O)CCCC(=O)O)C(c3cn(-c4ccccc4)nc3-c3ccccc3)C2)cc1 (stereo not given)	3	-2.9	9	-15	0	97	7	-4	2	-2
CCC(=O)N1CCCc2cc(S(=O)(=O)N3CCN(c4ccccn4)CC3)ccc21	7	-1.2	5	3	0	94	-4	-2	-5	-12
CCCNC(=O)C1(C)CCCN(Cc2ccc(-c3ccccc3)o2)C1 (stereo not given)	9	-2.1	8	22	-9	101	.	-10	4	-7

A draw from above in order of SMILES length, ascending:
SMILES	ABHD5-PLIN5 inh	MC4R barr agon	MC4R antag cAMP	SRC2 inh	Glyco luc inh	ABCB6 inh 2	TLR9-MyD88 inh	NOD2-RIPK2 inh	HTR2A ag	H9c2 protect
CCCN1CCCc2ccccc21	7	-1.9	5	12	1	104	-4	-6	-1	-19
CCC(CC)c1nc(C#N)c(NC(C)c2ccccc2)o1 (stereo not given)	1	1.5	18	-1	-1	101	-6	-6	4	8
CCc1n(CC(O)COC2CCCCC2)c2ccccc2[n+]1C (stereo not given)	-4	-0.8	-5	-15	1	104	4	-1	2	2
CCCNC(=O)C1(C)CCCN(Cc2ccc(-c3ccccc3)o2)C1 (stereo not given)	9	-2.1	8	22	-9	101	.	-10	4	-7
Cc1ccc(C)c(NS(=O)(=O)c2c(C)nc3sccn3c2=O)c1	2	-1.1	10	-8	1	95	7	6	2	2
CC(C(=O)N1CCCCCC1)N(c1ccc(Cl)cc1)S(C)(=O)=O (stereo not given)	-2	0.2	10	4	0	99	-3	-7	8	-1
Clc1ccc(C(c2nnnn2C2CCCC2)N2CCN(Cc3ccncc3)CC2)cc1 (stereo not given)	15	2.0	-9	-75	1	106	-5	-13	6	1
CCN1CCN(C(=O)c2ccc3c(c2)S(=O)(=O)c2ccccc2C3=O)CC1	0	-5.4	8	20	-1	97	-1	-5	0	2
Cc1cc(-c2nn(-c3ccccc3F)cc2CN2CCC(C(N)=O)CC2)c(C)s1	4	-0.8	14	12	1	92	0	-12	-5	4
COC(=O)/C=C/c1ccc2c(c1)S(=O)(=O)N(Cc1ccc(OC)cc1)[C@H]2CC(=O)OC	5	-0.4	3	1	1	101	3	-10	10	0

Additional entries follow:
SMILES	ABHD5-PLIN5 inh	MC4R barr agon	MC4R antag cAMP	SRC2 inh	Glyco luc inh	ABCB6 inh 2	TLR9-MyD88 inh	NOD2-RIPK2 inh	HTR2A ag	H9c2 protect
CCCCCCc1c(O)nc(SCC(=O)O)[nH]c1=O	-1	-0.8	1	3	2	95	3	-6	-2	-10
COc1ccc([C@@H]2CC=C(C(=O)O)[C@H](c3ccccc3F)N2S(=O)(=O)c2ccccc2C)cc1	0	1.0	10	17	1	102	-4	-3	7	2
CCOc1ccc(NC(=S)NC(=O)/C=C/c2ccc(OC)cc2)c([N+](=O)[O-])c1	2	-0.3	19	96*	0	98	7	1	7	-2
CSc1ccc(CN2CCC(C)(Oc3ccc(CC#N)cc3)C2)cc1 (stereo not given)	-3	-1.5	2	-28	2	97	.	1	-3	2
CCN(CC)C(=O)C1=C(C)N(Cc2ccccc2)C(=O)C(CC(=O)NCCN2CCOCC2)C1 (stereo not given)	0	0.1	4	14	2	99	-7	-9	-3	8
CCOC(=O)N1CCN(C(=O)CCN2C(=O)/C(=C\c3cccc(OC)c3)SC2=S)CC1	3	0.3	10	-2	2	93	-3	-4	7	3
CC(=O)COc1ccc2c(-c3ccccc3)cc(=O)oc2c1	12	4.2	4	-62	0	101	3	-12	9	-9
OC(COc1ccc(OCC(O)CN2CCN(Cc3ccccc3)CC2)cc1)CN1CCN(Cc2ccccc2)CC1 (stereo not given)	4	0.7	2	-15	-1	94	.	10	2	-2
O=C(c1ccc(F)cc1)N1CCC(N2CCCCCC2)CC1	0	-0.9	-1	-8	1	93	1	0	2	4
C[C@@H]1CN([C@H](C)CO)C(=O)CCCn2nncc2CO[C@@H]1CN(C)C(=O)Nc1cccc2ccccc12	14	-1.8	-7	16	1	96	9	-9	5	-7
O=C(COc1ccccc1F)Nc1ccc2c(c1)OCCO2	4	-0.3	14	-21	-8	101	-4	-12	-6	-11
COc1cccc(CNCC(O)COc2ccc(C(=O)c3ccccc3)cc2)c1 (stereo not given)	6	3.0	28	12	2	100	-16	-12	-1	0
COc1cccc(/C(O)=C/c2nc3ccc(C(=O)NCCc4ccc(Cl)cc4)cc3[nH]c2=O)c1	5	0.7	6	-7	10	126	-10	-6	-2	28
CCN(CC)CCn1c(NC(=O)c2ccc(C(F)(F)F)cc2)nc2ccccc21	-1	-1.9	-10	12	-5	84	-2	-5	-5	0
CCN(CC)C(=O)CSc1nnc(COc2ccccc2)n1CC	-4	-2.4	4	-18	-1	101	2	-9	1	0
CCC(=O)NCCc1nc2cc(NC(=O)c3ccccc3Cl)ccc2n1C	-9	1.2	-4	-41	0	92	17	-3	2	0
CC1Oc2ccccc2N(CC(=O)NCc2ccc3c(c2)OCO3)C1=O (stereo not given)	0	-1.2	18	-30	1	99	0	8	6	-1
